IDE cell activ: IDE (human) activation, cell-based. P14735. hit rate 0.073% among 340,000. HEK cells, FAbeta-B cleavage, fluorescence polarization; 0% vehicle, 100% cell-free pure enzyme wells. activation, % at 5.96 µM;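 active = activation above the mean of all tested compounds plus 3 SD, set per screening campaign, cut at about 17% in these data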
Target sequence (P14735 whole entry, looked up): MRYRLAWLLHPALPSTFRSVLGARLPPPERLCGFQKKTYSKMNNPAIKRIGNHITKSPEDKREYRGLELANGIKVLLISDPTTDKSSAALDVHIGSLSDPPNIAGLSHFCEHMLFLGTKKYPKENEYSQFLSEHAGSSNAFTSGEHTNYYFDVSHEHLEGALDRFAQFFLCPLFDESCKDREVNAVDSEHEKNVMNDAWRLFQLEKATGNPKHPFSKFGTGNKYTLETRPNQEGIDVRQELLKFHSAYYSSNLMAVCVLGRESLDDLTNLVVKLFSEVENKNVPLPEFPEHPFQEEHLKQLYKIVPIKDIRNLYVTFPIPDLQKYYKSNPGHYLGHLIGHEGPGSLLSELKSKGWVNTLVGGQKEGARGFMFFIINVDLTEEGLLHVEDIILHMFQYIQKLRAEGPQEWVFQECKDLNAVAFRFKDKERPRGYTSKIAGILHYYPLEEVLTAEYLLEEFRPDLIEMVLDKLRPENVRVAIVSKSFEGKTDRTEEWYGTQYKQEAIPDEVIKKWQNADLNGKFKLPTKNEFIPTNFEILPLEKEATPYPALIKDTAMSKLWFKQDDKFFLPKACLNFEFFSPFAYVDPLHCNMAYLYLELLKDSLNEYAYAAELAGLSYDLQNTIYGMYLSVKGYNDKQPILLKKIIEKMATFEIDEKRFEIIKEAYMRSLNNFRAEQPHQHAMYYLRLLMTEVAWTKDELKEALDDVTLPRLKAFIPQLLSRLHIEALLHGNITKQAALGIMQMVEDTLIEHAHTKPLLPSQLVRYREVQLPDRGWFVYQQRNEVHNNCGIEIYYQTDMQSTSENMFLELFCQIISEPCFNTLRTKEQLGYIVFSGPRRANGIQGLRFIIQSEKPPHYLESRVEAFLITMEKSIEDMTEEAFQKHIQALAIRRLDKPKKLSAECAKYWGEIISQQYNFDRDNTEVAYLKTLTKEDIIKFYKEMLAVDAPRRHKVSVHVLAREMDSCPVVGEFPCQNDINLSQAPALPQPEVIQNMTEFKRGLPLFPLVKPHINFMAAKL
IDE cell inh: inhibitors of human insulin-degrading enzyme in cells | P14735 | HEK cells, FAbetaB cleavage, fluorescence polarization | inhibition, % at 5.59 µM | hit rate 0.41% among 320,000 | AID 434962;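 active = percent inhibition above the average of all tested compounds plus 3 SD, set per screening campaign, cut at about 16% in these data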;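 note: IDE supplied by intact live HEK cells; FP after avidin binding of uncleaved biotin substrate so inhibition keeps polarization high; 0% = DMSO wells and 100% = 60 µM reference IDE inhibitor Ii1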
* marks the source's active call; other numbers are inactive results.

SMILES	IDE cell activ	IDE cell inh
CCC(C(=O)Nc1ccccn1)c1ccccc1 (stereo unspecified)	5	5
CCN(CC(=O)Nc1ccccc1C(F)(F)F)C(=O)C1CCN(C(=O)Nc2ccccc2)CC1	0	0
COc1cccc(NC(=O)CN(C)C(=O)c2cccc(S(=O)(=O)N3CC4(C)CC3CC(C)(C)C4)c2)c1 (stereo unspecified)	-6	0
COc1cc(/C=C/C(=O)/C=C(O)/C=C/c2ccc(O)c(OC)c2)ccc1O	-15	15
CN(CC(=O)Nc1ccccc1Br)C(=O)c1sccc1-c1ccccc1	1	-4
CC1CCCN(C(=O)c2cc(-c3cccs3)nc3ccccc23)C1 (stereo unspecified)	5	0
CCN(CC)C(=O)[C@H]1CC(CC(=O)NC(C)(C)C)C(=O)N2CCc3c([nH]c4ccccc34)[C@]12C (stereo partly specified)	-5	3
CCN1CCN(c2ccc(S(=O)(=O)N3CCCCC3)cc2NC(=O)COc2cc(C)ccc2Cl)CC1	4	-1
CC(=O)Nc1ccc(NC(=O)C(C)OC(=O)c2ccc(S(=O)(=O)N3CCCCC3)cc2)cc1 (stereo unspecified)	2	1
Cc1cccc(NC(=O)c2cccc(S(=O)(=O)N3CCc4ccccc4C3)c2)n1	6	6
C[C@H](CO)N1C[C@H](C)[C@@H](CN(C)S(=O)(=O)c2cccs2)Oc2ccc(NC(=O)Nc3ccccc3)cc2C1=O	0	0
COc1cc(OC)cc(-c2c(-c3cccs3)c3cc(-c4ccc5cc[nH]c5c4)ccc3n2C)c1	-1	-1
CCCCN1C(Nc2ccccc2)=NC[C@@H]1C	4	7
COc1ccc(NC(=O)COc2ccc(C)c(C)c2)cc1S(=O)(=O)N1CCCCC1	1	0
C=CCOC(=O)C1=C[C@@H](c2cn(C(C)=O)c3ccccc23)C[C@@H](OCc2ccc(CO)cc2)O1	-4	2
CC1(C)CC(NC(=O)c2cccc(S(=O)(=O)Nc3cccc(Cl)c3)c2)CC(C)(C)N1	3	-3
COc1ccccc1-c1sc2ccccc2c1-c1ccc2c(c1)OCCO2	9	-2
COc1ccc(S(=O)(=O)N2CCN(C(=O)[C@H](Cc3ccccc3)NC(=O)c3ccco3)CC2)cc1	3	-3
CCCNC(=O)c1ccc(N2CCC3(CC2)CC(c2cccc(Br)c2)=NO3)c(N)c1	-6	1
Cc1c(C(=O)N2CCN(Cc3cccs3)CC2)oc2ccccc12	-2	1
Cc1noc(C)c1C(=O)OCC(=O)NCCc1ccccc1	-3	-3
COc1ccc(N2CCN(C(=O)COC(=O)CCOc3cc(C)ccc3C)CC2)cc1	-4	8
COc1ccccc1N(CC(=O)Nc1ccccc1C(F)(F)F)S(=O)(=O)c1cccs1	0	2
NC(=O)C1CCN(c2nc(-c3ccccc3C(F)(F)F)cs2)CC1	0	2
CCNc1nc(NCC)n2c(SCC(=O)Nc3ccccc3C(F)(F)F)nnc2n1	3	1
Clc1ccc2nc(-c3cccc(SC4CCCCC4)c3)c(NCc3ccccc3)n2c1	6	-4
O=C(NCCc1ccc(C(F)(F)F)cc1)C1CC(=O)N(Cc2ccccc2)C1 (stereo unspecified)	0	7
CC(Sc1ccccn1)C(=O)Nc1ccc2c(c1)OCO2 (stereo unspecified)	-2	2
O=C(Nc1nc(-c2ccc(F)c(F)c2)cs1)C1=COCCO1	4	-1
O=C(CN1CCN(S(=O)(=O)c2ccc(Cl)cc2)CC1)NCC1(N2CCOCC2)CCCCC1	-3	2
O=C(O)c1cccc(OS(=O)(=O)c2cc(Br)ccc2Br)c1	3	-3
O=[N+]([O-])c1ccc(Cl)c(S(=O)(=O)Nc2cccc(-c3ccc(N4CCCC4)nn3)c2)c1	6	1
COc1ccc(NC(=O)N(C)C[C@H]2Oc3c(NS(=O)(=O)c4cn(C)cn4)cccc3C(=O)N([C@H](C)CO)C[C@@H]2C)cc1	0	7
CN(CC(=O)Nc1ccc(N2CCOCC2)cc1)C(=O)CCc1cc(C(C)(C)C)c(O)c(C(C)(C)C)c1	2	-4
CCOc1cc(N2CCOCC2)c(OCC)cc1NC(=O)CSc1nnc(N)s1	3	6
O=C(CCl)Nc1cccc(S(=O)(=O)NC2=NCCCCC2)c1	-2	3
CCOc1ccccc1NC(=O)C(OC(=O)c1cnccn1)c1ccccc1 (stereo unspecified)	-2	-6
Cc1ccc(C(=O)Nc2ncccc2O)cc1S(=O)(=O)N1CCCCC1	4	-2
CCOc1ccccc1C(=O)N[C@H](C(=O)NNC(=O)c1cccs1)C(C)C	2	1
COc1ccc(CNC(=O)[C@@H]2CC=C[C@@H]3CCN(Cc4ccccc4)C(=O)[C@@H]32)cc1	-1	-3
O=C(O)c1cc(Cl)ccc1OS(=O)(=O)c1ccc(Cl)s1	6	4
Cn1c(=NC(=O)CCS(=O)(=O)c2ccccc2)sc2cc(F)ccc21	1	6
COc1ccc(S(=O)(=O)N(C)C[C@H]2Oc3ccc(NS(=O)(=O)c4ccc(F)cc4)cc3C(=O)N([C@H](C)CO)C[C@@H]2C)cc1	1	5
COc1ccc(CNS(=O)(=O)CCNC(=O)c2cccc(OC)c2)cc1	-3	6
Cc1nc2c(c(C)nn2-c2ccccc2)c(C)c1C	8	7

Filtered by structure: the entries above with an NH in an aromatic ring (2)
SMILES	IDE cell activ	IDE cell inh
CCN(CC)C(=O)[C@H]1CC(CC(=O)NC(C)(C)C)C(=O)N2CCc3c([nH]c4ccccc34)[C@]12C (stereo partly specified)	-5	3
COc1cc(OC)cc(-c2c(-c3cccs3)c3cc(-c4ccc5cc[nH]c5c4)ccc3n2C)c1	-1	-1

Reformatted with values under each structure: part of the list above.
Values run as follows: IDE cell activ	IDE cell inh
Cn1c(=NC(=O)CCS(=O)(=O)c2ccccc2)sc2cc(F)ccc21
  1	6
COc1ccc(CNS(=O)(=O)CCNC(=O)c2cccc(OC)c2)cc1
  -3	6
CCOc1ccccc1NC(=O)C(OC(=O)c1cnccn1)c1ccccc1 (stereo unspecified)
  -2	-6
O=[N+]([O-])c1ccc(Cl)c(S(=O)(=O)Nc2cccc(-c3ccc(N4CCCC4)nn3)c2)c1
  6	1
Cc1ccc(C(=O)Nc2ncccc2O)cc1S(=O)(=O)N1CCCCC1
  4	-2
COc1ccc(S(=O)(=O)N(C)C[C@H]2Oc3ccc(NS(=O)(=O)c4ccc(F)cc4)cc3C(=O)N([C@H](C)CO)C[C@@H]2C)cc1
  1	5
O=C(CCl)Nc1cccc(S(=O)(=O)NC2=NCCCCC2)c1
  -2	3

(more compounds)
SMILES	IDE cell activ	IDE cell inh
Cc1ccccc1OCCC(=O)OCC(=O)NNC(=O)c1cccs1	1	7
Cc1ccc(NC(=O)Cc2nc(COC(=O)c3c(F)cccc3Cl)cs2)cc1	-1	0
O=C(CCN1C(=O)c2ccccc2S1(=O)=O)Nc1ccc(F)c([N+](=O)[O-])c1	3	-8
Cc1c(N(C)S(=O)(=O)c2cc(C(=O)NCC3CCCO3)ccc2Cl)c(=O)n(-c2ccccc2)n1C (stereo unspecified)	4	3
NS(=O)(=O)c1ccc(CCNC(=O)CSCC(=O)Nc2ccc(Cl)cc2)cc1	0	1
C[C@H](CO)N1C[C@H](C)[C@H](CN(C)Cc2ccc(Oc3ccccc3)cc2)Oc2ccc(NC(=O)Nc3cccc4ccccc34)cc2CC1=O	4	5
COc1cc(SC)ccc1C(=O)Nc1cccc(S(=O)(=O)NC2=NCCCCC2)c1	2	0
CCSc1nnc(NC(=O)c2ccc3nc[nH]c3c2)s1	-1	5
Cc1ccnc(NC(=O)CNC(=O)C23CC4CC(CC(C4)C2)C3)c1	5	1
O=C(CSc1nnc(C2CC2)n1-c1ccccc1)N1CCCC1	4	6
CC(C)NC(=O)N(C)C[C@H]1Oc2c(NS(=O)(=O)c3ccc(F)cc3)cccc2C(=O)N([C@H](C)CO)C[C@@H]1C	0	-1
CCC1CCc2sc(C(=O)NC3CCN(Cc4ccccc4)CC3)cc2C1 (stereo unspecified)	-2	3
C=CCNC(=O)c1c(CSc2ccc(Cl)cc2)noc1C(=O)NCCC	-7	6
O=C(OCCCc1cc2ccccc2c(=O)o1)N1CCOCC1	-1	5
Cc1ccc(Cl)cc1NC(=O)CN1C(=O)NC(C)(C2CC2)C1=O (stereo unspecified)	1	7
COCCN(C(=O)c1ccc(NC2CC2)c([N+](=O)[O-])c1)c1c(N)n(CC(C)C)c(=O)[nH]c1=O	0	-5
Cc1ccc(C(=O)OCC(=O)N(CC(C)C)c2c(N)n(Cc3ccccc3)c(=O)[nH]c2=O)cc1[N+](=O)[O-]	4	-8
CC(C)CN(C(=O)c1ccc(-n2cncn2)c([N+](=O)[O-])c1)C1CCS(=O)(=O)C1 (stereo unspecified)	1	6
CC(C)CN1CCN=C1N(C)C	2	-1
CC(C)(C)OC(=O)NCc1ccc(CNC(=O)c2[nH]cnc2C(=O)NC2CCN(C(=O)OC(C)(C)C)CC2)cc1	3	0
CCN(CC(=O)Nc1ccc(NC(C)=O)cc1)C(=O)Cc1ccc(S(=O)(=O)N2CCOCC2)s1	-1	1
Cc1cc(C)cc(OCC(=O)OCC(=O)N2CCc3ccccc32)c1	4	3
Cc1cc(C)nc(NS(=O)(=O)c2ccc(NC(=O)CCC(=O)O)cc2)n1	-1	3
COc1cccc(C(c2c(C)[nH]n(-c3ccccc3)c2=O)c2c(C)[nH]n(-c3ccccc3)c2=O)c1O	7	7
CC1CCCN(CC(=O)Nc2cc(S(=O)(=O)N3CCOCC3)ccc2N2CCCC2)C1 (stereo unspecified)	0	4
Cc1cc(Cl)ccc1NC(=S)NCCc1ccc(S(N)(=O)=O)cc1	3	0
Cc1cc(NC(=O)CSc2nc(=O)n3cc(Cl)ccc3n2)no1	3	-3
Cc1noc(NS(=O)(=O)c2ccc(NC(=O)COc3ccc(C#N)cc3)cc2)c1C	5	5
NC(=O)c1ccc(NC(=O)COC(=O)C2COc3ccccc3O2)cc1 (stereo unspecified)	2	6
COc1ccc(C(=O)NCc2ccncc2)cc1S(=O)(=O)NCc1ccc(Cl)cc1	3	2
CCN(C(=O)COC(=O)c1ccc(C)c(S(=O)(=O)N2CCCCC2)c1)C1CCS(=O)(=O)C1 (stereo unspecified)	0	4
CCc1noc(C)c1C(=O)Nc1cc(Cl)ccc1N1CCOCC1	1	1
O=C(CSc1nc(C(F)(F)F)cc(=O)[nH]1)Nc1ccc2c(c1)OCCO2	2	-3
COc1ccc(C=NNc2ccc(S(=O)(=O)Nc3ccccc3C(=O)O)cc2[N+](=O)[O-])c(OC)c1	2	0
COCCn1c(SCC(=O)c2c(N)n(C3CC3)c(=O)[nH]c2=O)nnc1-c1cccc(C)c1	8	-6
CC1(C)CC(NC(=O)c2cc(S(=O)(=O)N3CCOCC3)c(Cl)cc2Cl)CC(C)(C)N1	4	-6
CCc1nnc(NC(=O)CCS(=O)(=O)c2ccc(C)cc2)s1	3	-1
CCN(CC(=O)Nc1c(F)cccc1F)C(=O)Cc1csc(-c2ccc(OC)c(OC)c2)n1	3	1
COc1ccc(Br)c(C(=O)Nc2cccc(S(=O)(=O)N3CCOCC3)c2)c1	3	2
OCCNc1nc(Nc2ccccc2C(F)(F)F)nc(N2CCCC2)n1	4	3
O=C(CCNC(=O)c1ccccc1)NCc1ccccc1F	4	-1
Cc1ccc(S(=O)(=O)N2CCN(C(=O)Cn3c(=O)cnc4ccccc43)CC2)c(C)c1	4	0
CCN(CC(=O)NCc1cccs1)C(=O)c1ccc(OC)c(OC)c1	-3	2
COC(=O)C1=C(C(=O)OC)[C@@H]2Nc3ccccc3[C@@]23C[C@@H](C(=O)OC)N(C(=O)C2CCC2)C3=N1	2	-3
CC(C)Cn1nc(C(=O)NCc2ccccc2CN2CCCC2)c2ccccc2c1=O	0	5
CCOc1ccccc1CNc1ncnc2ccc(-c3c(C)noc3C)cc12	5	4
NC(=O)CCCn1c(C(=O)c2ccc(Cl)cc2)c2ccc([N+](=O)[O-])cc2[n+]1[O-]	1	0
Nn1c(SCC(=O)NC2CCCCC2)nnc1-c1ccco1	4	-3
O=C(OCC(=O)N1CCCC1)c1ccccc1C(=O)c1ccccc1	0	-2
O=C(c1cc(-c2ccco2)nc2ccccc12)N1CCN(Cc2ccccc2)CC1	-2	-1
O=C1CCCCCCCN1Cc1ccccc1	-4	-5
CCOC(=O)C1=C(C)NC(C)=C(C(=O)OCC)C1C(=O)OCC(=O)NC1(C#N)CCCCC1	5	6
O=C(CCN1C(=O)c2ccccc2S1(=O)=O)N1CCN(c2ccccc2F)CC1	5	-5
O=C(C[C@H]1C/C=C\C[C@H](Cc2ccc(F)cc2)C(=O)OC[C@@H]2CCCN2C1=O)N[C@H](CO)Cc1ccccc1	7	3
O=C(CSc1ncnc2ccccc12)NC1CCS(=O)(=O)C1 (stereo unspecified)	-2	-1
COc1cc(C)ccc1OCC(=O)NCC1CCCO1 (stereo unspecified)	2	2
CCN(CC)CCCn1c2c(c(SCC(=O)Nc3nccs3)nc1=O)CCC2	2	-2
CC1CCCCC12NC(=O)N(CC(=O)Nc1sccc1C(N)=O)C2=O (stereo unspecified)	1	2
C[C@H](CO)N1C[C@H](C)[C@@H](CN(C)S(=O)(=O)c2cccs2)Oc2c(NC(=O)c3ccncc3)cccc2C1=O	-5	0
COc1ccc(C(=O)OCC(=O)Nc2c(C)n(C)n(-c3ccccc3)c2=O)cc1OC	5	2

Continued.
SMILES	IDE cell activ	IDE cell inh
O=C(COC(=O)c1ccc(S(=O)(=O)C(F)F)cc1)Nc1cccnc1Cl	2	-3
COc1cccc(NC(=O)CN(C)C(=O)/C=C/c2cn(-c3ccccc3)nc2-c2ccc(C)cc2)c1	-3	3
Cc1cccc(NC(=O)c2ccc(NC(=O)CC3SC(N4CCCC4)=NC3=O)cc2)n1 (stereo unspecified)	-2	5
O=C(O)c1ccc(-c2noc(-c3cccc(C(F)(F)F)c3)n2)cc1	2	2
Cc1c(NC(=O)c2cc(S(=O)(=O)N3CCCCC3)ccc2Cl)c(=O)n(-c2ccccc2)n1C	5	6

This is a subset, so the mix of outcomes need not match the whole.
